# GSTO1 inh: inhibitors of recombinant GSTO1, primary screen, counter-screen for RBBP9 inhibitor project, biochemical, fluorescence polarization; Glutathione S-transferase omega-1 (Homo sapiens), P78417; activity-based probe fluorescence polarization; inhibition, % at 5.96 µM; hit rate 1.1% among 300,000;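 active = inhibition above the campaign mean inhibition plus 3 SD, cut at about 35% in these data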;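 also: 0% = GSTO1-1 with DMSO and 100% = wells lacking GSTO1-1 enzyme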
# Target sequence (P78417 whole entry, looked up): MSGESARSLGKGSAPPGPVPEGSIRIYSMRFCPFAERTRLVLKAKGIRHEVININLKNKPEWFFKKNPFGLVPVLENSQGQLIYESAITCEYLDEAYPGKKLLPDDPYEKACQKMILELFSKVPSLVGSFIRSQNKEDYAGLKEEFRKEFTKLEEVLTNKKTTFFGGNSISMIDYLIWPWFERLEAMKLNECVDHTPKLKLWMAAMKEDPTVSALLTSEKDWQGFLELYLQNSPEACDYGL
# PREPL inh: PREPL enzyme inhibitors, primary screen, biochemical, fluorescence polarization; Prolyl endopeptidase-like (Homo sapiens), Q4J6C6; recombinant PREPL, fluorescence polarization activity-based probe; inhibition, % at 5.96 µM; hit rate 0.68% among 320,000; in the data active = inhibition above about 43%;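 also: 0% = enzyme with DMSO and 100% = wells lacking enzyme; many of its hits are not listed in these tables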
# LYPLA2 inh: LYPLA2 inhibitors, primary screen, counter-screen for PME1 inhibitor project, biochemical, fluorescence polarization, FP-Rh probe ABPP | Acyl-protein thioesterase 2 (Homo sapiens), O95372 | recombinant LYPLA2 | inhibition, % at 5.9 µM | hit rate 0.38% among 320,000 | AID 2177, 2009;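 active = inhibition above the screen-wide mean plus 3 SD, limit set per campaign, cut at about 26% in these data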;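 also: 0% = LYPLA2 with DMSO and 100% = wells lacking LYPLA2 enzyme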
# PME-1 primary: PME-1 inhibitors via competitive probe labeling, primary screen, biochemical, fluorescence polarization, FP-Rh probe, HTS. Protein phosphatase methylesterase 1 (Homo sapiens), Q9Y570. recombinant PME-1. inhibition, % at 5.9 µM. hit rate 0.53% among 320,000;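 active = inhibition above the campaign mean of all compounds plus 3 SD, cut at about 26% in these data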;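 also: competitive labeling of PME-1 active site by serine hydrolase directed probe; 0% = PME-1 with DMSO and 100% = wells lacking PME-1 enzyme; inhibitors block probe labeling so polarization falls and inhibition rises; many of its hits are not listed in these tables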
# pPAFAH FP inh: pPAFAH enzyme inhibitors, primary screen, biochemical, fluorescence polarization, human; hit rate 1.5% among 330,000; Platelet-activating factor acetylhydrolase (Homo sapiens), Q13093; inhibition, % at 3.39 µM; recombinant pPAFAH, FP-rhodamine probe fluorescence polarization; AID 463082, 2010;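 active = inhibition above the mean inhibition across the screen plus 3 SD, cut at about 25% in these data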;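 also: inhibitors block binding of the rhodamine activity-based probe so polarization drops; 0% = enzyme with DMSO and 100% = wells lacking pPAFAH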
# PAFAH1B3 inh: PAFAH1B3 enzyme inhibitors, primary screen, biochemical, fluorescence polarization, human | Platelet-activating factor acetylhydrolase IB subunit alpha1 (Homo sapiens), Q15102 | recombinant PAFAH1B3, FP-rhodamine probe | inhibition, % at 3.39 µM | hit rate 0.28% among 340,000 | AID 492972, 2010;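 active = inhibition above the screen-wide average of all tested compounds plus 3 SD, cut at about 25% in these data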;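 also: 0% = enzyme with DMSO only and 100% = wells lacking PAFAH1B3 protein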
# PAFAH1B2 inh: PAFAH1B2 enzyme inhibitors, primary screen, biochemical, fluorescence polarization, human; Platelet-activating factor acetylhydrolase IB subunit alpha2 (Homo sapiens), P68402; hit rate 1.2% among 340,000; inhibition, % at 3.39 µM; recombinant PAFAH1B2, FP-rhodamine activity probe;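 active = inhibition above the mean of all tested compounds plus 3 SD, cut at about 24% in these data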;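 also: 0% = enzyme with DMSO and 100% = wells lacking PAFAH1B2; many of its hits are not listed in these tables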
# PAD4 FP inh: human PAD4 inhibitors, primary screen, biochemical, fluorescence polarization, 1536-well format. AID 485272, 2010. inhibition, % at 6.36 µM. hit rate 0.41% among 330,000. recombinant PAD4, RCA probe fluorescence polarization;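 active = percent inhibition above a cutoff equal to the mean of all tested compounds plus 3 SD, cut at about 15% in these data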;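 also: 0% = PAD4 with RCA probe and DMSO and 100% = probe without PAD4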
# Target sequence (Q9UM07 whole entry, looked up): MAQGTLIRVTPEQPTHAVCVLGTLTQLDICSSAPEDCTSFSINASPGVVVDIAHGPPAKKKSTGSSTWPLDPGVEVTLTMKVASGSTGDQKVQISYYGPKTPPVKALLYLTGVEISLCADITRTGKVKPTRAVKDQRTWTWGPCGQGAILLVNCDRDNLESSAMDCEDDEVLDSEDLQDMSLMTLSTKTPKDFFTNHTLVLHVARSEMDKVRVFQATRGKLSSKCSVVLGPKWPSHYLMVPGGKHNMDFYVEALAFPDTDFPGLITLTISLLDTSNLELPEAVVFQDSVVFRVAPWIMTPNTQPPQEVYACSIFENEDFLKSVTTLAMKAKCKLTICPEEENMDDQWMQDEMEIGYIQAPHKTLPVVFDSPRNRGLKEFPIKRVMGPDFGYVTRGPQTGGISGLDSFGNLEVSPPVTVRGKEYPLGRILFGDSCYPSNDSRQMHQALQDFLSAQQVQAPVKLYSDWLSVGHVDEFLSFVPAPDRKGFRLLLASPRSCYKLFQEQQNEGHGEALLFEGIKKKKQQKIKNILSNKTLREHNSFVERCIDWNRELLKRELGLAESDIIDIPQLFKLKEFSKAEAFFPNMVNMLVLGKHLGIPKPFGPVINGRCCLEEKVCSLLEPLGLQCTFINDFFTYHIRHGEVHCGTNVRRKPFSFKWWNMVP
# LYPLA1 inh: LYPLA1 inhibitors, primary screen, counter-screen for PME1 inhibitor project, biochemical, fluorescence polarization, FP-Rh probe ABPP; inhibition, % at 5.9 µM; recombinant LYPLA1; Acyl-protein thioesterase 1 (Homo sapiens), O75608; hit rate 0.16% among 320,000; AID 2174, 2009;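 active = inhibition above the mean of all tested compounds plus 3 SD, set per campaign, cut at about 14% in these data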;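 also: inhibitors block serine hydrolase probe labeling of LYPLA1 so polarization falls; 0% = enzyme with DMSO and 100% = wells lacking LYPLA1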
# An asterisk follows results filed as active; / = not tested or not shown.
smiles	GSTO1 inh	PREPL inh	LYPLA2 inh	PME-1 primary	pPAFAH FP inh	PAFAH1B3 inh	PAFAH1B2 inh	PAD4 FP inh	LYPLA1 inh
O=C1CCN(S(=O)(=O)c2ccc(Cl)cc2)CC1	11	-6	9	-8	-1	7	25*	13	0
C=CCn1c(C)csc1=Nc1ccc(C(=O)O)cc1	5	2	1	1	9	4	4	-4	-3
CCn1cc(CN2CCCC(C(=O)c3ccc(-c4ccccc4)cc3)C2)cn1 (configuration not stated)	-1	-2	-2	0	8	/	/	1	-2
CCCc1nnc(NC(=O)CCCC(=O)O)s1	-2	3	2	-2	6	11	3	4	-3
CC(Oc1ccc2ccc(=O)oc2c1)C(=O)N1CCOCC1 (configuration not stated)	-2	30	1	1	-1	1	-2	2	1
CN(CCNC(=O)c1cc2c(=O)n(C)c3ccccc3c2n1C)Cc1ccccc1	6	-26	-3	-1	-2	1	2	3	2
CCN(c1ccccc1)S(=O)(=O)c1ccc(Cl)c(C(=O)OCC(=O)NC(=O)C(C)C)c1	3	-12	-4	25	-4	2	20	2	1
Cc1cc2nc(C3CCCN(C(=O)NCc4ccccc4)C3)[nH]c2cc1C (configuration not stated)	0	5	-2	-1	5	0	3	3	2
COc1ccc(-n2ncc3c2CC(C)(C)CC3NC(=O)CCN2CCCCC2=O)cc1 (configuration not stated)	0	9	5	1	9	1	-2	-5	1
Cc1ccc(NC(=S)NC(=O)c2cccs2)cc1F	/	14	/	/	2	11	-1	3	/
CC(c1ccco1)N(C(=O)c1ccccc1F)c1ccccn1 (configuration not stated)	0	3	7	0	6	3	7	-1	5
Cc1ccc(CN2C3=NCCCN3c3ccccc32)cc1	-5	15	0	-3	-2	0	2	-1	-5
Cc1ccc(S(=O)(=O)N2C(=O)/C(=C3\SC(=S)NC3=O)c3ccccc32)cc1	-30	0	2	0	8	/	/	-1	-1
N#CCSc1nnc(Cc2cccs2)n1C1CCCCC1	4	-5	8	-7	4	-5	8	-3	5
CCN(CC)C(=O)C(C)N(C#N)c1nc(C)cc(C)n1 (configuration not stated)	5	0	-3	3	-3	6	1	4	-3
Cc1noc(C(=O)Nc2ccc(F)c(Cl)c2)c1Cl	2	-6	3	1	5	2	3	-3	3
COc1cccc(C(=O)NC2CCN(CC(=O)Nc3cccc(C)c3C)CC2)c1	-6	6	7	6	-3	-3	6	2	1
COc1ccc(NC(=O)COC(=O)c2ccc3ccccc3n2)c(OC)c1	/	12	/	/	24	-4	6	1	/
COc1ccccc1NS(=O)(=O)c1cc(NC(=O)/C=C/c2cccs2)ccc1N1CCOCC1	-14	10	-38	-44	-25	-44	-23	-7	-34
O=C(CSc1ccc(-c2ccccn2)nn1)NCc1ccc(F)cc1	-12	27	2	4	1	6	3	-3	0
O=C(NCc1ccco1)c1ccc2c(c1)N(Cc1ccccc1)CCS2	8	21	6	9	14	-2	0	2	-2
COc1ccc(C(=O)COc2ncnc3cc(Cl)ccc23)cc1	-5	8	27*	-6	8	1	2	-4	0
COc1ccccc1N(C)S(=O)(=O)c1ccc(C(=O)OCC(=O)N(C)c2ccccc2)cc1	0	4	3	1	0	0	-2	-6	2
O=C(NCc1ccccc1)c1ccc(/C=N/O)nc1	5	8	11	6	4	8	4	3	4
CC1CC2(CCCCC2)N2C(=O)C(=O)c3cccc1c32 (configuration not stated)	3	13	6	2	12	10	5	-1	-1
COC(=O)c1cccc(N(C(=O)c2cnccn2)C(C(=O)NC2CCCCC2)c2cn(C)nc2C)c1 (configuration not stated)	5	-1	-1	-1	-7	2	-1	-8	-2
O=C1CCC(C(=O)N(CCO)Cc2ccccc2)CN1CCCN1CCOCC1 (configuration not stated)	-4	11	0	7	3	0	1	2	-6
CCn1cc(C(=O)OCC(=O)Nc2c(C)cccc2C)c(=O)c2ccc(C)nc21	5	10	-3	3	-4	2	4	-1	-2
COC(=O)c1ccc(CSc2ncnc3c2oc2ccccc23)o1	-3	-4	2	3	-6	-2	1	1	2
COc1cc(C2CC(=O)c3cnc(NC(=O)c4ccco4)nc3C2)cc(OC)c1OC (configuration not stated)	10	-1	-2	0	6	5	3	-3	-2
COc1cc(OC)nc(NC(=O)CN2CCN(c3ccc(F)cc3)CC2)n1	2	26	0	2	0	3	4	3	0
COc1ccccc1N1CCN(C2CCN(S(=O)(=O)c3ccc(NC(C)=O)cc3)CC2)CC1	8	3	-2	0	-8	8	4	-1	-1
O=C1CCCN2N=C(SCC(=O)Nc3ccc(Br)cc3)SC2=N1	6	-13	1	-5	2	-1	1	-2	-3
O=C(Oc1c(Br)cc([N+](=O)[O-])cc1Br)c1cccnc1	-10	3	-2	5	-1	-7	-2	-9	1
CCOc1ccc(OCC)c(NC(=O)CN2CCN(c3cccc(C)c3)C(C)C2)c1 (configuration not stated)	7	5	-1	-1	5	-6	5	0	8
Cc1ccc(C2N(c3nccs3)C(=O)C3CCCN32)cc1 (configuration not stated)	2	6	-4	1	-4	16	6	3	-3
Cc1ccc2[nH]c3nc(SCC#N)nnc3c2c1	-3	8	1	3	2	9	5	2	0
CCOC(=O)c1cnc(-n2cc(C)cn2)nc1Nc1ccccc1OCC	6	3	3	1	7	-2	-2	-4	-4
N/C(=N\OC(=O)CC1CCCCC1)c1ccccc1	0	-2	7	4	2	5	-3	-1	4
COc1cccc(NC(=O)N2C3CCCC2CC(NC(=O)C(C)(C)C)C3)c1 (configuration not stated)	4	-2	-4	-3	5	0	7	4	-3
CCOc1c(Br)cc(C(=O)OCC(=O)N2CCc3ccccc3C2)cc1OC	/	-2	-7	-2	6	8	5	-5	-4
COc1ccc(OCC(=O)Nc2cccc3cccnc23)cc1	-1	11	-8	-176	-8	0	0	-6	-7
Cc1ccc(C)c2[nH]c(=O)c(CN(CCCN(C)C)C(=O)NCc3ccccc3)cc12	2	3	3	2	4	5	4	-4	7
CC(=O)Nc1ccc(-c2nn[nH]n2)cc1	4	8	-2	3	0	9	3	3	3
O=C(CCC1CCCCC1)Nc1c[nH]c(=O)[nH]c1=O	6	0	2	-3	-1	5	12	3	0
CC(C)c1nn(-c2cc(C(F)(F)F)ccn2)c(=O)o1	-5	5	-5	-3	5	3	1	0	0
OC(CN1CCOCC1)Cn1c2c(c3ccccc31)CCCC2 (configuration not stated)	2	1	5	-1	2	8	4	-2	1
COC(=O)C1(C)NC(c2ccc(F)cc2)C2C(=O)N(c3ccccc3)C(=O)C21 (configuration not stated)	1	-1	-2	-5	-1	2	-1	4	-1
CCC(C)c1ccc(NC(=S)N2CCN(C(=O)C3CCCO3)CC2)cc1 (configuration not stated)	-1	10	5	3	-1	0	0	4	-1
O=C(O)c1cnn2c(C(F)(F)F)cc(-c3ccccc3)nc12	3	-3	2	1	0	1	1	6	3
COc1cc(/C=N/Nc2nc(C)cc(C)n2)ccc1OC(=O)c1ccco1	1	35	-7	3	11	-1	-3	1	-3
Cc1cc(C)n2c(SCC(=O)Nc3ccc(F)cc3)nnc2n1	10	-14	2	-8	5	-9	-2	-2	-4
Cn1c(=O)c2c(nc(N/N=C/c3cccs3)n2Cc2ccc(Br)cc2)n(C)c1=O	3	18	3	15	5	2	3	4	4
COC(=O)Cc1[nH]nc2c1C1(C(=O)N(Cc3ccc(Cl)cc3)c3ccccc31)C(C#N)=C(N)O2 (configuration not stated)	5	-11	-9	4	1	4	10	-2	-7
Cc1ccc(NS(=O)(=O)c2cn(C)cn2)cc1	8	3	5	-2	2	8	-3	-5	-3
O=C(Nc1cccc([N+](=O)[O-])c1)c1ccc2ccccc2c1O	-21	11	-5	8	13	12	2	-4	-3
Cc1ccsc1C1CC(=O)NC2=C1C(=O)CC(C)(C)C2 (configuration not stated)	7	-13	-6	1	4	5	-1	1	0
c1ccc2c(c1)[nH]c1c(N3CCSCC3)ncnc12	-1	9	3	11	-2	5	9	1	-2
CCc1noc(C)c1C(=O)Nc1nc2ccc(S(C)(=O)=O)cc2s1	0	-7	-5	-3	11	10	0	-2	-6
COc1ccc(-c2cc3nc4c(c(N5CCC6(CC5)OCCO6)n3n2)CCC4)cc1	11	16	5	-2	3	10	2	-1	-2

# Continued:
smiles	GSTO1 inh	PREPL inh	LYPLA2 inh	PME-1 primary	pPAFAH FP inh	PAFAH1B3 inh	PAFAH1B2 inh	PAD4 FP inh	LYPLA1 inh
Cn1c(Cn2c(=O)sc3ccccc32)nnc1SCC(=O)Nc1cccc(Cl)c1	-3	-9	-4	-9	-12	3	7	-1	1
Cc1nc2ccccc2nc1OCC(=O)N1CCN(c2ccccc2)CC1	-8	11	-2	-2	-1	5	-1	-3	0
O=S1(=O)[C@H]2C[C@@H]3C=C[C@@]2(CN1Cc1ccccc1F)O3	5	8	5	3	1	6	4	0	0
COc1ccc(Br)cc1C(=O)Nc1ccc(Cc2ccncc2)cc1	-3	-5	2	0	7	5	3	-2	-2
CCn1ncc([N+](=O)[O-])c1C(=O)N1CCc2ccccc2C1	-2	-1	-7	0	-2	-4	1	-1	-3
Cc1cccc(Oc2ccc(NC(=O)c3ccccc3C(=O)O)cc2)c1C	3	-3	0	-1	6	5	-1	-4	0
CSc1ccc(CNc2nnnn2C)cc1	14	-3	0	-1	4	4	3	-3	2
N#Cc1cccc(NC(=O)CC2CCCCC2)c1	0	4	6	-1	3	4	-1	0	2
C#CC(CC)(CC)NC(=S)Nc1cccc(C(C)=O)c1	6	7	-4	-4	-1	1	-2	-7	-3
CCN1CCN(C(=O)CN(CC)S(=O)(=O)c2ccc3ccccc3c2)CC1	7	-17	0	-2	2	3	2	-5	-2
COc1ccc(NC(=O)CN(C)C(=O)/C=C/c2cn(-c3ccccc3)nc2-c2ccc(C)cc2)cc1	-87	5	-85	-57	-27	-35	-21	-12	-38
CC(C)NC(=O)NC(=O)COC(=O)c1ccccc1O	1	1	-3	3	4	6	5	-1	-6
COc1ccc(S(=O)(=O)N(C)CC(=O)N2CCN(Cc3ccccc3)CC2)cc1C	4	11	4	3	7	0	3	-5	7
CC(=O)NC1CCN(CC(=O)Nc2nccs2)CC1	6	-4	4	5	2	6	1	-2	5

# Bioassay records from PubChem BioAssay.

# Only part of the results is shown, so the mix of outcomes need not match the whole.
